From PubChem BioAssay
KCNQ2 block: KCNQ2 potassium channel inhibitors, primary screen, cell-based, CHO-K1, FluxOR thallium flux, B-score (AID 2156) | Potassium voltage-gated channel subfamily KQT member 2 (Rattus norvegicus), O88943 | 20 min; hits give low values | B-score at 10 µM | hit rate 1.1% among 310,000;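 active means fluorescence ratio B-score at most minus 3 library SDs, with starting brightness B-score within 2 library SDs, cut at about -5.5 in these data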
Target sequence (O88943 whole entry, looked up): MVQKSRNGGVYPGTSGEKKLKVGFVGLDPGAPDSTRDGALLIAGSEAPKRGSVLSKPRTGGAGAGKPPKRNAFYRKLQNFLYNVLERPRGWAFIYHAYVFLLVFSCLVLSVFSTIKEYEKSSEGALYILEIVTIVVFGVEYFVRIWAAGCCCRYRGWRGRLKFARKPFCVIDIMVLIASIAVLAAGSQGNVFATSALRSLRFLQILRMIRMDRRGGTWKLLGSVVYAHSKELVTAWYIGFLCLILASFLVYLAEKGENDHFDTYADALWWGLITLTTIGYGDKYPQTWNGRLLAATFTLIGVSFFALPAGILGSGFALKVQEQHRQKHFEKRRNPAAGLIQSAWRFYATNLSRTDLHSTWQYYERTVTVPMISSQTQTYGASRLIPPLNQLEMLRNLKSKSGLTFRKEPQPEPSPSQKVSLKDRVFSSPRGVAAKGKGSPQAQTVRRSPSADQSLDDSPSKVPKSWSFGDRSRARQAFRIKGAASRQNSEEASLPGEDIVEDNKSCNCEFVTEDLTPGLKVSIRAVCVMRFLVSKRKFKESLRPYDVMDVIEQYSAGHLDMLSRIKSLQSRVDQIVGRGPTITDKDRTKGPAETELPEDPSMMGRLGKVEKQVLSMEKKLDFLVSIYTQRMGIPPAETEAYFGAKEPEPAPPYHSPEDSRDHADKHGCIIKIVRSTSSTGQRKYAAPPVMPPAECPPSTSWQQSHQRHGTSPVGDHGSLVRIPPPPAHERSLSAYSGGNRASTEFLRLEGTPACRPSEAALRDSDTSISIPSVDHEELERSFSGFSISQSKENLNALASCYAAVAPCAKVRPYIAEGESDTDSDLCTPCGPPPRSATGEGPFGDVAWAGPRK
Kir21 inh: inhibitors of mouse Kir2.1 inward-rectifier potassium channel. hit rate 0.85% among 310,000. B-score at 10 µM. HEK293-Kir2.1, FluxOR thallium flux fluorescence; hits give low values. Inward rectifier potassium channel 2 (Mus musculus), P35561;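 active means fluorescence ratio B-score at or below minus 3 SD of library scores, with starting-brightness B-score within 2 SD, cut at about -4.2 in these data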;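 further: channel flux triggered by added potassium and thallium sulfate stimulus; B-score of peak minus minimum fluorescence over baseline after thallium stimulus; more negative B-score means stronger Kir2.1 block with less thallium influx; some compounds called inactive have numbers as strong as hits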
Active calls of the source: *.

For C=CCN1C(=O)c2ccc(C(=O)OCC(=O)Nc3ccc(S(N)(=O)=O)cc3)cc2C1=O the results were KCNQ2 block inactive and Kir21 inh -0.97.
Screening O=C(CNC(=O)c1ccccc1F)OCC(=O)c1ccc(Cl)s1 returned KCNQ2 block inactive and Kir21 inh -0.36.
For O=C(CSc1ncn(-c2ccccc2)n1)N1CCN(c2ccccc2)CC1 the results were KCNQ2 block inactive and Kir21 inh -0.2.
Screening COc1cccc(OCc2cc(C(=O)N3CCC(C(O)C(C)C)CC3)no2)c1 (stereo not given) returned KCNQ2 block inactive and Kir21 inh 0.22.
Screening COc1ccc(NC(=O)CC2C(=O)N(C)C(=S)N2Cc2ccncc2)cc1 (stereo not given) returned KCNQ2 block inactive and Kir21 inh -0.11.
Screening O=C(c1cccc(C(F)(F)F)c1)N1CCN(c2cc(=O)[nH]nc2-c2ccccc2)CC1 returned KCNQ2 block inactive and Kir21 inh 3.6.
For CCn1c(/C=C/c2cccc([N+](=O)[O-])c2)nc2ccccc2c1=O the results were KCNQ2 block inactive and Kir21 inh 0.01.
Screening CSc1ccccc1NC(=O)C1=CC(c2cccs2)=NS(=O)(=O)N1C returned KCNQ2 block inactive and Kir21 inh 2.3.
`Cc1ccc2nc(Cl)c(CNCc3ccccc3)cc2c1` gave KCNQ2 block inactive and Kir21 inh -12*.
Screening CNC(=S)NC12CC3CC(CC(C3)C1)C2 returned KCNQ2 block inactive and Kir21 inh 0.19.
`COc1ccc(NC(=O)CSc2nc(N)c3cc4c(nc3n2)CCCC4)cc1` gave KCNQ2 block inactive and Kir21 inh -0.4.
`CCN1CCCC1CNCC(=O)Nc1ccc(OC(F)(F)F)cc1` (stereo not given) gave KCNQ2 block inactive and Kir21 inh 0.26.

Overlap with the part before: 7 entries, then new ones.
Screening O=C(c1cccc(C(F)(F)F)c1)N1CCN(c2cc(=O)[nH]nc2-c2ccccc2)CC1 returned KCNQ2 block inactive and Kir21 inh 3.6.
For CCn1c(/C=C/c2cccc([N+](=O)[O-])c2)nc2ccccc2c1=O the results were KCNQ2 block inactive and Kir21 inh 0.01.
Screening CSc1ccccc1NC(=O)C1=CC(c2cccs2)=NS(=O)(=O)N1C returned KCNQ2 block inactive and Kir21 inh 2.3.
`Cc1ccc2nc(Cl)c(CNCc3ccccc3)cc2c1` gave KCNQ2 block inactive and Kir21 inh -12*.
Screening CNC(=S)NC12CC3CC(CC(C3)C1)C2 returned KCNQ2 block inactive and Kir21 inh 0.19.
`COc1ccc(NC(=O)CSc2nc(N)c3cc4c(nc3n2)CCCC4)cc1` gave KCNQ2 block inactive and Kir21 inh -0.4.
`CCN1CCCC1CNCC(=O)Nc1ccc(OC(F)(F)F)cc1` (stereo not given) gave KCNQ2 block inactive and Kir21 inh 0.26.
For Cc1ccc(C(=O)C(C)OC(=O)C2=COCCO2)cc1C (stereo not given) the results were KCNQ2 block inactive and Kir21 inh -0.94.
COc1ccc(CCN(C(=O)C(F)(F)F)C(C(=O)NC2CCCC2)c2cccs2)cc1OC (stereo not given) was read as KCNQ2 block inactive and Kir21 inh -0.66.
Screening Cc1ccc(C)c(NC(=O)CCC(=O)N/N=C/c2cccnc2)c1 returned KCNQ2 block inactive and Kir21 inh -1.
`c1ccc(-c2nnc(-c3ccco3)o2)cc1` gave KCNQ2 block inactive and Kir21 inh -1.4.
O=C1NCC(CN(c2ccccc2)c2ccccc2)O1 (stereo not given) was read as KCNQ2 block inactive and Kir21 inh -2.4.
For CCOC(=O)c1ccc(N2CC(O)=C(c3nc4ccccc4c(=O)[nH]3)C2=N)cc1 the results were KCNQ2 block inactive and Kir21 inh -2.
Cc1cc(NS(=O)(=O)c2ccc(Nc3nc(-c4sc(N)nc4C)cs3)cc2)no1 was read as KCNQ2 block inactive and Kir21 inh -0.79.
CCN(CC)CCNC(=O)C1c2ccccc2C(=O)N(C)C1c1cn(C)c2ccccc12 (stereo not given) was read as KCNQ2 block inactive and Kir21 inh 1.4.
Screening Cc1ccc(Cn2c(NCCCn3ccnc3)nc3c2c(=O)n(C)c(=O)n3C)cc1 returned KCNQ2 block inactive and Kir21 inh 0.6.
`O=C(CCCN1C(=O)C2CCCCN2C1=O)N1CCN(c2ccc([N+](=O)[O-])cc2)CC1` (stereo not given) gave KCNQ2 block inactive and Kir21 inh -0.36.
Screening O=C1CCCN1CCC1CCCCN1Cc1nc(-c2cnccn2)no1 (stereo not given) returned KCNQ2 block inactive and Kir21 inh 3.1.
Screening COc1cccc(-n2cnc3c(sc4nc(N5CCOCC5)c5c(c43)CCCC5)c2=O)c1 returned KCNQ2 block inactive and Kir21 inh 1.2.
CN(C(=O)CSc1ncnc2scc(-c3ccccc3)c12)C1CCS(=O)(=O)C1 (stereo not given) was read as KCNQ2 block inactive and Kir21 inh -0.44.
O=C(c1ccccc1Cc1ccccc1)N1CCN(S(=O)(=O)c2ccccc2Br)CC1 was read as KCNQ2 block inactive and Kir21 inh 0.8.
CCOC(=O)N1CCC(NC(=O)c2sc3nc4n(c(=O)c3c2C)CCCC4)CC1 was read as KCNQ2 block inactive and Kir21 inh 0.94.
CC(Sc1ccccc1)C(=O)N/N=C/c1ccccc1 (stereo not given) was read as KCNQ2 block inactive and Kir21 inh -0.09.
O=C(CCC1CCCC1)Nc1ccc(OCC(=O)N2CCOCC2)cc1 was read as KCNQ2 block inactive and Kir21 inh -1.8.
For CC(NC(=O)c1ccc2ccccc2n1)c1ccc(Br)cc1 (stereo not given) the results were KCNQ2 block inactive and Kir21 inh 0.36.
Screening Cc1cc(-c2ccc(C)c(S(=O)(=O)NCCc3ccco3)c2)on1 returned KCNQ2 block inactive and Kir21 inh -0.5.
Screening Cn1cc(/C=C/c2cc[n+](C)cc2)c2cc(F)ccc21 returned KCNQ2 block inactive and Kir21 inh -12.
Screening NC(=O)CC1C(=O)N(c2ccccc2)C(=S)N1NC(=O)c1ccc(Br)cc1 (stereo not given) returned KCNQ2 block inactive and Kir21 inh 1.1.
Screening CCOc1ccc(OCCN(C)Cc2ccccc2)cc1 returned KCNQ2 block inactive and Kir21 inh 1.2.
Cc1cc2cc(C)c(NCCNC(=O)c3ccccc3Cl)nc2cc1C was read as KCNQ2 block inactive and Kir21 inh 1.8.
For CCCOc1ccc(-c2c(C(=O)N/N=C/c3ccccc3)nnn2-c2nonc2N)cc1 the results were KCNQ2 block inactive and Kir21 inh -0.92.
For Cc1cccc(N(Cc2cc3ccccc3[nH]c2=O)C(=O)c2ccco2)c1C the results were KCNQ2 block inactive and Kir21 inh 0.
Cc1ccc(C(=O)OCC(=O)N(C)C2CCS(=O)(=O)C2)cc1S(=O)(=O)N1CCCCC1 (stereo not given) was read as KCNQ2 block inactive and Kir21 inh 1.4.
Screening COc1ccccc1CN(C)CC(=O)NC1CCCc2ccccc21 (stereo not given) returned KCNQ2 block inactive and Kir21 inh -2.
Cc1cccc(NC(=O)Nc2ccc3c(c2)CCC3)c1 was read as KCNQ2 block inactive and Kir21 inh -0.32.
Screening CCc1ccc(C(=O)N/N=C(\C)c2cccnc2)s1 returned KCNQ2 block inactive and Kir21 inh 0.92.
For O=C(CN1CCN(S(=O)(=O)c2ccc(Cl)s2)CC1)NCc1ccc(Cl)cc1 the results were KCNQ2 block inactive and Kir21 inh -0.59.
COc1ccccc1-n1cnc2cc(C(=O)N3CCOCC3)ccc21 was read as KCNQ2 block inactive and Kir21 inh 0.97.
For COc1ccc(-c2cc(C(F)(F)F)nc(SCC(=O)NCc3cnn(C)c3C)n2)cc1OC the results were KCNQ2 block inactive and Kir21 inh 1.1.
`CCOc1ccc(C(C)(C)C)cc1S(=O)(=O)n1nc(C)cc1C` gave KCNQ2 block inactive and Kir21 inh 0.57.
For COc1ccc(C(=O)NC(=S)Nc2cc3oc4ccccc4c3cc2OC)cc1 the results were KCNQ2 block inactive and Kir21 inh 1.
`COc1ccc(C(=O)C2CCCN(C3Cc4ccccc4C3)C2)c(OC)c1` (stereo not given) gave KCNQ2 block inactive and Kir21 inh -1.1.
CCCCN(C(=O)c1cc2ccccc2o1)c1c(N)n(CC(C)C)c(=O)[nH]c1=O was read as KCNQ2 block inactive and Kir21 inh -2.4.
FC(F)Oc1ccc(NC(=S)NCCc2ccccn2)cc1 was read as KCNQ2 block inactive and Kir21 inh 0.18.
CCOc1ccc(/C=C2\CCC(C3CCCC3)C2=O)cc1OC (stereo not given) was read as KCNQ2 block inactive and Kir21 inh 0.89.
CCc1c(C)sc(NC(=O)CSc2nc3c(c(C(F)(F)F)n2)CCc2ccccc2-3)c1C#N was read as KCNQ2 block inactive and Kir21 inh -0.19.
For Cc1cc(=O)oc2c3c(cc(OCC(=O)NCCC(=O)O)c12)OC(C)(C)CC3 the results were KCNQ2 block inactive and Kir21 inh -0.35.
`COC(=O)c1ccccc1NC(=O)c1noc2c1CC(C(C)(C)C)CC2` (stereo not given) gave KCNQ2 block inactive and Kir21 inh 0.15.
For O=C(OCc1ccc(F)cc1Cl)c1ccccn1 the results were KCNQ2 block inactive and Kir21 inh -0.83.
O=C(Nn1c(-c2ccccc2)nc2ccccc2c1=O)c1ccc([N+](=O)[O-])cc1 was read as KCNQ2 block inactive and Kir21 inh 1.1.
`Cc1c(NC(=O)c2ccc(CN3CCc4ccccc4C3)cc2)c(=O)n(-c2ccccc2)n1C` gave KCNQ2 block inactive and Kir21 inh -0.56.
CCOC(=O)CNC(=O)CSc1ccc2nnc(-c3ccc(F)cc3)n2n1 was read as KCNQ2 block inactive and Kir21 inh -0.16.
Screening CCCCn1c2c(c3ccccc31)CCc1nonc1-2 returned KCNQ2 block inactive and Kir21 inh -0.68.
O=[N+]([O-])c1cccc(CN2CCC(Cc3ccccc3)CC2)c1 was read as KCNQ2 block inactive and Kir21 inh 0.6.
`O=C(O)c1cccc(NC(=O)c2cn(-c3ccccc3)nc2-c2ccncc2)c1` gave KCNQ2 block inactive and Kir21 inh 0.67.
O=S(=O)(c1ccc(Cl)s1)N1CCN(c2ncccn2)CC1 was read as KCNQ2 block inactive and Kir21 inh 1.
`Cc1ccc2c(c1)N(CC(=O)Nc1c(C)cccc1C)C(=O)c1cccnc1O2` gave KCNQ2 block inactive and Kir21 inh -0.46.
CCC(=O)c1c[nH]c(C(=O)N2CCOCC2)c1 was read as KCNQ2 block inactive and Kir21 inh -0.58.
CCCNC(=O)c1nc(C)n(-c2cc(Cl)cc(Cl)c2)n1 was read as KCNQ2 block inactive and Kir21 inh -0.41.
For CCN(CC(=O)Nc1ccc(NC(C)=O)cc1)C(=O)Cc1ccc(Cl)c(Cl)c1 the results were KCNQ2 block inactive and Kir21 inh -2.5.
Screening COc1ccc(CN(CCC(c2ccccc2)C2CCOC(C)(C)C2)C(C)=O)cc1 (stereo not given) returned KCNQ2 block inactive and Kir21 inh 1.5.
Cc1ccc(CCN2CC(C(=O)NC3CCCC3)CC2=O)cc1 (stereo not given) was read as KCNQ2 block inactive and Kir21 inh -0.41.
For O=C(Cc1c[nH]c2ccccc12)Nc1nccs1 the results were KCNQ2 block inactive and Kir21 inh 0.98.
Screening Cc1oc2cc(O)ccc2c(=O)c1-c1ccccc1 returned KCNQ2 block inactive and Kir21 inh -0.06.
O=C(N/N=C/c1ccccn1)c1cc(-c2ccc3ccccc3c2)n[nH]1 was read as KCNQ2 block inactive and Kir21 inh -1.2.
Screening Cc1cccc(NC(=O)Nc2cccc3ccccc23)c1 returned KCNQ2 block inactive and Kir21 inh 0.98.
Screening CCC1CCCCN1CCCNC(=O)Cn1cc2c(n1)-c1c(oc(C(=O)N3CCCC3)c1C)CC2 (stereo not given) returned KCNQ2 block inactive and Kir21 inh -0.01.
CCOC(=O)c1ccc(N2C(=O)CC(N3CCC(O)(c4ccc(Br)cc4)CC3)C2=O)cc1 (stereo not given) was read as KCNQ2 block inactive and Kir21 inh -0.21.
For Cc1cc(/C=N/NC(=O)C(O)(c2ccccc2)c2ccccc2)c(C)n1-c1ccccc1 the results were KCNQ2 block inactive and Kir21 inh -0.73.
`O=C(CN1CCOCC1)NN=C(c1ccccc1)c1ccccc1` gave KCNQ2 block inactive and Kir21 inh -0.91.
For O=C(CCn1c(=O)oc2ccccc21)NCCN1CCOCC1 the results were KCNQ2 block inactive and Kir21 inh 1.5.
Screening CCSC1=NCCN1C(=O)c1ccc(S(=O)(=O)N(C)C)cc1 returned KCNQ2 block inactive and Kir21 inh 0.76.
`C/C(=N\O)c1ccc(N2C(=O)C3CC=C(Cl)CC3C2=O)cc1` (stereo not given) gave KCNQ2 block inactive and Kir21 inh 0.74.
Cc1cccc(C(=O)NNC(=O)c2ccccc2O)c1 was read as KCNQ2 block inactive and Kir21 inh 0.29.
`O=C(COC(=O)C1(c2ccccc2F)CCCC1)N1CCOCC1` gave KCNQ2 block inactive and Kir21 inh -2.8.
Cc1cc(Cl)c(S(=O)(=O)NC2CCCCC2)cc1OCC(=O)Nc1nncs1 was read as KCNQ2 block inactive and Kir21 inh -0.29.
For Clc1ccccc1CSC1=NCCN1 the results were KCNQ2 block inactive and Kir21 inh 1.4.
`CCn1nc(C(=O)Nc2cc(Cl)ccc2-n2cncn2)c2ccccc2c1=O` gave KCNQ2 block inactive and Kir21 inh 1.9.
CCN1CCN(C(=O)c2cc(COc3ccc(F)cc3F)on2)[C@@H](C)C1=O was read as KCNQ2 block inactive and Kir21 inh 0.9.
N#Cc1c(N)nc2c(c1-c1ccc3c(c1)OCO3)CCCCCC2 was read as KCNQ2 block inactive and Kir21 inh 1.7.

Sorted by length of the SMILES (highest first): some entries from above.
`C/C(=N\O)c1ccc(N2C(=O)C3CC=C(Cl)CC3C2=O)cc1` (stereo not given) gave KCNQ2 block inactive and Kir21 inh 0.74.
For O=C(CCn1c(=O)oc2ccccc21)NCCN1CCOCC1 the results were KCNQ2 block inactive and Kir21 inh 1.5.
For Clc1ccccc1CSC1=NCCN1 the results were KCNQ2 block inactive and Kir21 inh 1.4.
